Bioassay records deposited in PubChem by several laboratories.
FAS TE block – FAS thioesterase domain inhibitors, primary screen, biochemical, fluorescence intensity, uHTS. Fatty acid synthase (Homo sapiens), P49327. recombinant FAS-TE, OMFH fluorogenic substrate, fluorescence endpoint. inhibition, % at 15 µM. 0.67% of 360,000 active;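 active means compounds whose normalised, plate-corrected inhibition of enzyme fluorescence in the single-dose primary screen is 50% or more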;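 further: 0% = DMSO with enzyme and 100% = substrate without enzyme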
TbMetRS inhib – T. brucei MetRS inhibitors, primary screen, biochemical, luminescence | AID 624268, 2012 | purified T. brucei MetRS, ATP depletion, Kinase-Glo luminescence | 0.4% of 360,000 active | inhibition, % at 11.9 µM;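 active means inhibition above a per-plate cutoff of the control wells' mean inhibition plus 3 SD, cut at about 5.5% in these data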;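 further: 0% = DMSO wells median and 100% = median of wells with control inhibitor compound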
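Dosing: 11.9 µM compound single dose, 0.9% DMSO; Assay system: purified T. brucei MetRS enzyme; Measured by: Kinase-Glo luciferase luminescence reporting remaining unconsumed ATP; Schedule: 15 min plus 2 h at 25 °C.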
PABP1 MLLE inh – inhibitors of PABP1 MLLE–PAM2 peptide binding, primary screen, biochemical, fluorescence polarization, FITC-PAM2, GST-MLLE. Polyadenylate-binding protein 1 (Homo sapiens), P11940. inhibition, % at 20 µM. 0.36% of 360,000 active. AID 588489, 2011; in the data active means inhibition above about 35%, passing the limit was not always enough;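 further: plate controls were DMSO wells with GST-MLLE for no effect and wells lacking GST-MLLE protein for full effect; some results filed as inactive read as strong as hits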
Rin1-Abl PPI inh – inhibitors of Rin1-Abl protein binding, primary screen, biochemical, TR-FRET | Tyrosine-protein kinase ABL1 (Homo sapiens) + Ras and Rab interactor 1 (Homo sapiens), … | inhibition, % at 7.35 µM | 0.4% of 360,000 active; in the data active means inhibition above about 5%, passing the limit was not always enough
MsrA act – bovine MsrA enzyme activators, primary screen, biochemical, absorbance, HTS; AID 602163, 2012; Methionine sulfoxide reductase A (Bos taurus); purified bovine MsrA, absorbance read-out; activation, % at 10.6 µM; 0.3% of 360,000 active; in the data active means activation above about 7.5%;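 further: 0% = vehicle and 100% = reference activator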
CSN deneddyl inh – inhibitors of CSN-mediated cullin deneddylation, primary screen, biochemical, fluorescence polarization, uHTS; inhibition, % at 12.5 µM; Purified CSN, SCF-Nedd8-OG deneddylation; 0.38% of 360,000 active;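 active means pattern-corrected inhibition above about 35%, with an unprinted fluorescence ratio check between 0.5 and 1.5, limit read from the data, passing the limit was not always enough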;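 further: 0% = enzyme with substrate and 100% = substrate without enzyme; some results filed as inactive read as strong as hits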
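Detection – fluorescence polarization · System – HEK293T-derived human Csn5 enzyme · Controls – substrate-only high control, full reaction low control · Timing – 90 min, room temperature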
eLon inh – inhibitors of E. coli Lon protease, primary screen, biochemical, fluorescence polarization; P0A9M0; purified E. coli Lon protease; inhibition, % at 7.94 µM; 0.42% of 360,000 active; in the data active means inhibition above about 13%, passing the limit was not always enough;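 further: 0% = enzyme with probe and DMSO and 100% = no enzyme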
Target sequence (P0A9M0 whole entry, looked up): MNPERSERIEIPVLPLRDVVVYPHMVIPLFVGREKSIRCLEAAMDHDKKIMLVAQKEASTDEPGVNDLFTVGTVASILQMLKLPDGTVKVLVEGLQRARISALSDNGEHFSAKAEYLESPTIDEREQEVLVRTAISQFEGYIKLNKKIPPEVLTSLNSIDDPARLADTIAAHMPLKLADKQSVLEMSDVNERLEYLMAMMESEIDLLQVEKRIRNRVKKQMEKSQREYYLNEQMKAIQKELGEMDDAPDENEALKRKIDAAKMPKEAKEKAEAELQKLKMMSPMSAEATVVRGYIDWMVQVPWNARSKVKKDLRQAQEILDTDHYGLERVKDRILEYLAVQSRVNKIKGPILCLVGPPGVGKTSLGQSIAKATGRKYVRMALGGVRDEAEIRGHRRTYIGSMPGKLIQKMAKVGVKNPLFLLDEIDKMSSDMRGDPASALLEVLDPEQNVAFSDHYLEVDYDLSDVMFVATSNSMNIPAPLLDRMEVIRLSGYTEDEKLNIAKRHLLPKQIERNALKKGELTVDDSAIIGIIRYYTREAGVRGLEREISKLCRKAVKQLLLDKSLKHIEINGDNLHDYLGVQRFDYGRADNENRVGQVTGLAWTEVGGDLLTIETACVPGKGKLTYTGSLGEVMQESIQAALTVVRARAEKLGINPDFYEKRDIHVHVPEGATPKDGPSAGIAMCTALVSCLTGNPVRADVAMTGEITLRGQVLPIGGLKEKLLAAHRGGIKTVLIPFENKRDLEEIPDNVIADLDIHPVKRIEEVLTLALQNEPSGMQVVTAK
MsrA inhibitor – bovine MsrA enzyme inhibitors, primary screen, biochemical, absorbance, HTS; Methionine sulfoxide reductase A (Bos taurus); purified bovine MsrA, absorbance read-out; inhibition, % at 15.5 µM; 0.75% of 360,000 active; in the data active means inhibition above about 4.5%;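 further: 0% = vehicle wells with enzyme and 100% = reference inhibitor wells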
Neddyl block – inhibitors of cullin neddylation, primary screen, biochemical, TR-FRET, uHTS, NAE and Ubc12; NEDD8-conjugating enzyme Ubc12 (Homo sapiens) + NEDD8-activating enzyme E1 regulatory …; AID 651699, 2012; calls only at 25 µM; 0.58% of 360,000 active; in the data active means inhibition above about 36%
Starred values were filed as active, the others as inactive; i = inactive; nt = not tested or not shown. This is a random part of the collection; any-hit rate near 4%.

#1 COc1cc(NC(=O)COc2ccc([N+](=O)[O-])cc2)ccc1NC(=O)c1ccco1
#2 Cc1ncsc1CCC(=O)N1CCCC(C(=O)c2cccc(Cl)c2)C1 (centres undefined)
#3 CSc1ccc(C2CC(=O)Nc3c2c(=O)n(C)c(=O)n3C)cc1 (centres undefined)
#4 COc1ccc(-c2nsc(SCC(=O)NCC3CCCO3)n2)cc1 (centres undefined)
#5 CSc1ccccc1NC(=O)CN(c1cccc(C)c1)S(C)(=O)=O
#6 Cc1cc(C(=O)O)c(CSc2ncn[nH]2)o1

entry no.	1	2	3	4	5	6
FAS TE block	-6	-5	-4	-3	0	-10
TbMetRS inhib	0.2	-0.7	-0.1	-0.3	-0.5	-0.7
PABP1 MLLE inh	-2	7	2	-67	-8	27
Rin1-Abl PPI inh	0	-1	-2	1	3	0
MsrA act	0	-4	-4	1	-1	-8
CSN deneddyl inh	7	-4	6	-2	1	-2
eLon inh	-15	-1	1	0	-6	-2
MsrA inhibitor	1.0	-0.7	0.6	-0.6	1.3	0.8
Neddyl block	i	i	i	i	i	i

#7 Cc1nc(CCNC(=O)COc2ccccc2)cs1
#8 COc1ccc(CC(=O)Nc2ccc(NC(=O)c3ccccc3F)cc2)cc1
#9 O=[N+]([O-])c1cc(/C=N/OCc2c(Cl)cccc2Cl)ccc1N1CCOCC1
#10 COc1ccc(N2CCn3c2nc2c3c(=O)n(CCCc3ccccc3)c(=O)n2C)c(OC)c1
#11 Cc1cccc(C)c1NC(=O)C(=O)NCCOc1ccc(Cl)cc1
#12 C/C(=N\NC(=O)CCc1ccccc1)c1ccc(Br)cc1

entry no.	7	8	9	10	11	12
FAS TE block	0	-13	30	1	15	2
TbMetRS inhib	0.2	0.7	-0.4	-1.4	-0.5	-0.4
PABP1 MLLE inh	3	8	0	-8	-3	14
Rin1-Abl PPI inh	1	0	-3	-2	0	2
MsrA act	-1	-5	-4	-9	-3	-5
CSN deneddyl inh	2	8	1	2	1	-4
eLon inh	-3	-7	12	-2	1	-7
MsrA inhibitor	-0.7	-1.2	4.5	-0.1	-0.4	1.6
Neddyl block	i	i	i	i	i	i

Copied from the list:
Cc1nc(CCNC(=O)COc2ccccc2)cs1 | Rin1-Abl PPI inh = 1
COc1ccc(N2CCn3c2nc2c3c(=O)n(CCCc3ccccc3)c(=O)n2C)c(OC)c1 | Rin1-Abl PPI inh = -2
C/C(=N\NC(=O)CCc1ccccc1)c1ccc(Br)cc1 | eLon inh = -7

Other compounds follow.
#13 CCN(CC)C(=O)CSc1nc2cc(S(=O)(=O)N3CCOCC3)ccc2n1CC
#14 Cc1nc2n(n1)CC(O)CS2 (centres undefined)
#15 CN(c1ccc(OCC(=O)OCc2nnc(-c3ccccc3)o2)cc1)S(=O)(=O)c1ccc(Cl)cc1
#16 O=C(Nc1ccccc1N1CCOCC1)c1ccc2c(c1)OCCO2
#17 Cc1nn(C)c(Cl)c1NC(=O)OCc1ccccc1
#18 Cc1ccc(S(=O)(=O)N2CCCOC2CNC(=O)C(=O)NCc2ccccn2)cc1 (centres undefined)

entry no.	13	14	15	16	17	18
FAS TE block	-5	-4	21	5	-11	-7
TbMetRS inhib	0.0	0.1	0.1	-0.4	-0.2	-0.1
PABP1 MLLE inh	13	-1	0	-12	1	-9
Rin1-Abl PPI inh	2	-2	-1	2	0	1
MsrA act	-5	-1	-2	-3	4	-3
CSN deneddyl inh	-6	2	2	-1	-7	-4
eLon inh	0	6	-4	-2	-2	-6
MsrA inhibitor	-0.8	0.8	-0.6	1.4	-1.4	1.6
Neddyl block	i	i	i	i	i	i

#19 CCOC(=O)CC1C(=O)NCCN1C(=O)NC1CCCCC1 (centres undefined)
#20 NCC(O)c1ccc(O)c(O)c1 (centres undefined)
#21 Cc1ccc(-n2ncc3c(=O)n(CC(=O)N(C(C)C)C(C)C)cnc32)cc1
#22 O=C(O)c1ccc(C2(c3ccc(C(=O)O)cc3)OC(=O)c3ccccc32)cc1
#23 CCOC(=O)c1c(NS(C)(=O)=O)sc2c1CCC(C)C2 (centres undefined)
#24 O=C(CN1C(=O)NC2(CCCCCC2)C1=O)N1CCC(Cc2ccccc2)CC1

entry no.	19	20	21	22	23	24
FAS TE block	-4	-3	-2	-4	3	0
TbMetRS inhib	-0.6	-0.8	-0.6	0.6	-1.8	-0.5
PABP1 MLLE inh	0	-4	-6	9	25	-61
Rin1-Abl PPI inh	-3	6	-2	-4	-3	-2
MsrA act	0	-3	-2	-1	-10	1
CSN deneddyl inh	0	-1	-4	1	2	3
eLon inh	-3	-6	-4	6	-5	14
MsrA inhibitor	0.1	-1.5	-0.5	0.2	0.5	0.1
Neddyl block	i	i	i	i	i	i

#25 C[C@H]1CN([C@@H](C)CO)C(=O)CCCn2cc(nn2)CO[C@@H]1CN(C)C(=O)c1ccncc1
#26 Cc1ccc(C)c(NC(=O)c2cc([N+](=O)[O-])cc([N+](=O)[O-])c2)c1
#27 CCn1c(=N)c(S(=O)(=O)c2ccc(F)cc2)cc2c(=O)n3ccccc3nc21
#28 COc1cccc(CN(C)C(=O)CNC(=O)c2sc3ccccc3c2Cl)c1OC
#29 C=CC[C@@H](CC(=O)N[C@H](CO)Cc1ccccc1)C(=O)N[C@@H](COC(=O)[C@@H](CC=C)Cc1ccc(F)cc1)Cc1ccccc1
#30 CC(C)(C)C(=O)NC1CC2CCCC(C1)N2C(=O)Nc1ccc(Cl)cc1 (centres undefined)

entry no.	25	26	27	28	29	30
FAS TE block	-8	29	32	7	3	-2
TbMetRS inhib	-0.8	-0.6	0.3	-0.7	-0.1	-1.9
PABP1 MLLE inh	-14	5	2	-4	-12	-14
Rin1-Abl PPI inh	1	0	-4	-2	1	2
MsrA act	0	0	-1	-5	-4	-4
CSN deneddyl inh	-4	-4	2	6	-3	-1
eLon inh	-12	0	5	4	1	-5
MsrA inhibitor	-0.8	1.3	0.3	0.6	-1.1	0.3
Neddyl block	i	i	nt	i	i	i

#31 COC(=O)CSc1nc(N2CCCCC2)c2c(c1C#N)CCCC2
#32 COc1ccc(NC2CCCN(C(=O)CCc3ccncc3)C2)cc1OC (centres undefined)
#33 CN1CCN(C(=O)c2cnn3c2NC(c2ccccc2)CC3C(F)(F)F)CC1 (centres undefined)
#34 O=C(COc1ncnc2c(Cl)cc(Cl)cc12)N1CCCCC1
#35 CCc1nnc(SCC(=O)Nc2ccccc2)nc1CC
#36 COc1ccc(CNC(=O)COC(=O)c2c(NC(C)=O)sc(C)c2C)cc1

entry no.	31	32	33	34	35	36
FAS TE block	21	-4	1	-2	-3	-2
TbMetRS inhib	-0.8	-0.5	0.5	-0.6	-0.2	-0.2
PABP1 MLLE inh	7	6	8	-12	-6	7
Rin1-Abl PPI inh	1	6	1	0	2	-1
MsrA act	-7	0	-1	-12	0	0
CSN deneddyl inh	2	-4	-6	-1	-1	7
eLon inh	-7	0	13	3	-10	-17
MsrA inhibitor	0.4	0.1	-0.2	0.5	0.9	2.1
Neddyl block	i	i	i	i	i	i

#37 COc1ccccc1-c1cc(C(F)(F)F)nc(S(=O)(=O)CCCC(=O)Nc2cc(C)on2)n1
#38 CC1=NNC(=O)C1CC(=O)N/N=C/C(Br)=C/c1ccccc1 (centres undefined)
#39 O=C1NC(=Nc2ccccc2Cl)SC1(CO)CO
#40 CC(C)[C@H](NC(=O)c1ccco1)C(=O)OCC(=O)Nc1ccc(Cl)c(S(=O)(=O)N(C)C)c1
#41 COCC(=O)N1CCCC(C(=O)c2ccc3c4c(cccc24)CC3)C1 (centres undefined)
#42 COc1ccc(S(=O)(=O)N2CC(O)CC2C(=O)OCc2nc3sc(C)c(C)c3c(=O)[nH]2)cc1 (centres undefined)

entry no.	37	38	39	40	41	42
FAS TE block	3	-7	-7	6	-2	-12
TbMetRS inhib	-0.1	-0.3	-0.7	-1.0	-0.5	-0.4
PABP1 MLLE inh	13	-33	-11	1	-3	-53
Rin1-Abl PPI inh	0	-6	0	-1	-3	3
MsrA act	-4	-4	-1	-3	-2	-5
CSN deneddyl inh	3	1	2	-3	3	25
eLon inh	-10	1	5	4	-11	-40
MsrA inhibitor	-0.8	1.0	0.6	1.1	1.1	-0.9
Neddyl block	i	i	i	i	i	i

#43 CC(C)CCNC(=O)c1ccc2nc[nH]c2c1
#44 CC(=O)Nc1sc2c(c1C(N)=O)CCCC2
#45 C=CCn1c(N)cc(=O)nc1SCC(=O)N(c1ccccc1)c1ccccc1
#46 CCOC(=O)c1c(N2C(=O)C3C4C=CC(O4)C3C2=O)sc2c1CCCC2 (centres undefined)
#47 O=C(CSCc1c(Cl)cccc1Cl)Nc1ccc2c(c1)OCO2
#48 O=C(O)C1CC(=O)N(Cc2cccnc2)C1 (centres undefined)
#49 COc1ccc(C(=O)NCc2ccc3c(c2)cc(C)n3C)cc1
#50 CCn1c(SCC(=O)c2[nH]c(C)c(C(C)=O)c2C)nnc1-c1cccs1

entry no.	43	44	45	46	47	48	49	50
FAS TE block	-3	2	-4	4	22	-9	-6	0
TbMetRS inhib	-1.2	-0.8	0.0	-0.3	-0.4	-1.5	-0.1	0.6
PABP1 MLLE inh	13	5	-3	37	1	4	51*	-19
Rin1-Abl PPI inh	-2	-1	1	-3	-3	6	-10	-2
MsrA act	-10	2	2	-6	-3	-10	-6	0
CSN deneddyl inh	-3	-3	-2	-2	5	6	0	-2
eLon inh	-8	4	2	-9	-5	-5	15*	5
MsrA inhibitor	-0.1	1.9	0.7	0.4	-1.0	2.4	0.5	3.2
Neddyl block	i	i	i	i	i	i	i	i

In the list so far, these have a nitro group on carbon.
#1 COc1cc(NC(=O)COc2ccc([N+](=O)[O-])cc2)ccc1NC(=O)c1ccco1
#9 O=[N+]([O-])c1cc(/C=N/OCc2c(Cl)cccc2Cl)ccc1N1CCOCC1
#26 Cc1ccc(C)c(NC(=O)c2cc([N+](=O)[O-])cc([N+](=O)[O-])c2)c1

entry no.	1	9	26
FAS TE block	-6	30	29
TbMetRS inhib	0.2	-0.4	-0.6
PABP1 MLLE inh	-2	0	5
Rin1-Abl PPI inh	0	-3	0
MsrA act	0	-4	0
CSN deneddyl inh	7	1	-4
eLon inh	-15	12	0
MsrA inhibitor	1.0	4.5	1.3
Neddyl block	i	i	i

Ordered by SMILES length (high to low): part of the list above.
#46 CCOC(=O)c1c(N2C(=O)C3C4C=CC(O4)C3C2=O)sc2c1CCCC2 (centres undefined)
#49 COc1ccc(C(=O)NCc2ccc3c(c2)cc(C)n3C)cc1
#44 CC(=O)Nc1sc2c(c1C(N)=O)CCCC2

entry no.	46	49	44
FAS TE block	4	-6	2
TbMetRS inhib	-0.3	-0.1	-0.8
PABP1 MLLE inh	37	51*	5
Rin1-Abl PPI inh	-3	-10	-1
MsrA act	-6	-6	2
CSN deneddyl inh	-2	0	-3
eLon inh	-9	15*	4
MsrA inhibitor	0.4	0.5	1.9
Neddyl block	i	i	i
